proCasp7 act: counter-screen: procaspase-7 (human) activation; P55210; recombinant procaspase-7, Ac-DEVD-pNA absorbance 405 nm; D23A/D198A/D206A triple mutant, cannot self-cleave; scale: DMSO 0, 5 µM enzyme 100; activation, % at 8.5 µM; 330,000 compounds, 0.093% hits; AID 463210;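 active = percent activation above the screen-wide mean plus 3 SD, cut at about 25% in these data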
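buffer or medium = Zinc-free HEPES/NaCl buffer, pH 7.4 | material = Procaspase-7 triple mutant (PC-7 D3A) | input = 2 µM procaspase-7 mutant as dispensed | signal = Epi-absorbance of released pNA at 405 nm, two timepoints | timing = 1 h preincubation, 2 h reaction | replicates = singlicate compound testing | evaluation = % activation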
AHR act: human AHR activation | P35869 | 320,000 compounds, 2.5% hits | AHR-responsive luciferase reporter cells, luminescence | activation, % at 5 µM; in the data active = activation above about 47%;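 also: 0% = vehicle wells and 100% = reference agonist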
proCasp3 act: activators of human procaspase-3; AID 463141; activation, % at 8.5 µM; recombinant procaspase-3 D3A, Ac-DEVD-pNA absorbance 405 nm; 330,000 compounds, 0.11% hits; P42574;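 active = activation above the mean of all tested compounds plus 3 SD, cut at about 21% in these data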;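 also: 0% = DMSO alone and 100% = DMSO wells spiked with extra 5 µM PC-3 D3A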
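Test system: Procaspase-3 D3A mutant; medium: Zinc-free HEPES/NaCl buffer with 0.01% Triton X-100 at pH 7.4; reagent: DEVD-pNA substrate; doses: one concentration, 8.5 µM nominal, 0.8% DMSO; times: 1 h preincubation plus 2 h reaction at 25 °C; signal: Epi-absorbance at 405 nm of released p-nitroaniline, 0 and 120 min; replicates: singlicate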
* hit, by the source's call. The list is partial; the hit share may differ from the screen's.

SMILES	proCasp7 act	AHR act	proCasp3 act
C/C=C(/C)C(=O)O[C@@H]1c2c(ccc3ccc(=O)oc23)OC(C)(C)[C@@H]1OC(=O)/C(C)=C\C	-3.5	9.3	9.9
